INS-1E GSIS act = primary screen for activators of insulin secretion dependent on glucose, INS-1E cells, GLuc reporter luminescence | INS-1E GLuc reporter insulin secretion, 2-3 h | activation, % at 16.6 µM | 0.61% of 370,000 active | AID 743287;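 active = lowest replicate activation of at least 40%, so every replicate reaches that level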;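 note: 0% = median of neutral control wells and 100% = median of IBMX positive control wells; some compounds called inactive have numbers as strong as hits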
Casp6 inh = caspase-6 (human) enzyme inhibition. 0.53% of 350,000 active. purified caspase-6, Z-VEID-R110 cleavage fluorescence. inhibition, % at 12.5 µM. AID 686996. P55212;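 active = mean inhibition across replicates at least about 35%, with every replicate also reaching that limit, limit read from the data; inconclusive = only one of the two criteria met; inactive = neither criterion met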;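 note: 0% = median of neutral control wells and 100% = no fluorescence left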
Target sequence (P55212 24-179 limits assumed): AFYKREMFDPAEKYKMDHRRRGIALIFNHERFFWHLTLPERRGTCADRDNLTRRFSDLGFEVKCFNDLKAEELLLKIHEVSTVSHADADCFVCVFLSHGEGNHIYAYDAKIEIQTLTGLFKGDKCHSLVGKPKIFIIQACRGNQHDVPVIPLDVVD
Target sequence (P55212 194-293 limits assumed): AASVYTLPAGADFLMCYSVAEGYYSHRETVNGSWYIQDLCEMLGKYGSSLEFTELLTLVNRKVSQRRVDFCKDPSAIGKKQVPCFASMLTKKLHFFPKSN
RAD52 inh = RAD52 (human) annealing inhibition; AID 651710; recombinant RAD52 DNA annealing, FRET fluorescence; inhibition, % at 18.7 µM; 0.46% of 360,000 active; P43351;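 active = every replicate showing at least 50% inhibition; inconclusive = mean inhibition at least 50% but not in every replicate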
Target sequence (P43351 whole entry, looked up): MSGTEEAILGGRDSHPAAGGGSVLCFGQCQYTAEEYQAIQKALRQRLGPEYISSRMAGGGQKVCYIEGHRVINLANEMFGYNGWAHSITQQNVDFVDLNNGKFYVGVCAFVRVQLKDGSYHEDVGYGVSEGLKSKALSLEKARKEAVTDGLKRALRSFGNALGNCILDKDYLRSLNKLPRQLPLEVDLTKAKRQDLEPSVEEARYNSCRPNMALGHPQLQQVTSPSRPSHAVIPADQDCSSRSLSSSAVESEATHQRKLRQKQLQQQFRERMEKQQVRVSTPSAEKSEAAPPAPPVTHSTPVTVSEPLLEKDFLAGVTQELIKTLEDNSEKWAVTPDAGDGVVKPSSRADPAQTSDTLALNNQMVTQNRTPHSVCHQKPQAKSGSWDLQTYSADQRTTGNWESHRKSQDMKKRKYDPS
RAD54 branch = blocks human RAD54 Holliday junction branch migration; FAM/BHQ fluorescence; inhibition, % at 10.4 µM; 0.14% of 360,000 active; AID 602329;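 active = mean normalized replicate activity at least 40 and at least half of replicates scoring 40 or more; inconclusive = only one of the two criteria met; inactive = mean below 40 and under half of replicates reaching 40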;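 note: 0% = median of neutral control wells and 100% = median of positive control wells; inhibitors cause a drop in the FAM fluorescence signal; in these data hits start at about 50%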
XiGFP reactiv = activators of X-chromosome reactivation in mouse fibroblasts; XiGFP mouse fibroblasts, % GFP-positive cells imaging, 3 d; cells co-treated with 5-aza-dC sensitizer; scaled so ellipticine positive control = 100%; activation, % at 7.58 µM; 0.055% of 360,000 active; AID 743238;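 active = mean normalized replicate activation at least 10% and every replicate at or above 10%; inconclusive = only one of the two criteria met; inactive = mean below 10% and not all replicates reach 10%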;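 note: 0% = median of on-plate neutral control wells and 100% = ellipticine 6 µM median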
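Material: XiGFP fibroblasts, SV40-immortalized; Buffer or medium: DMEM containing 5-aza-dC; Compound dosing: single point; Times: 3 days compound exposure.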
E-sel inducer = induces E-selectin expression in human endothelial cells. P16581. HUVEC E-selectin immunofluorescence imaging; normalized: neutral wells 0, TNF-alpha wells 100. activation, % at 7.58 µM. 0.37% of 260,000 active;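 active = mean E-selectin-positive cell signal at least 10% of the positive control, reached in at least 60% of replicates, without over 20% cell loss; inconclusive = no rule given, readout overlaps actives, possibly toxicity-flagged; inactive = the rest, including those meeting only one limit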;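 note: in these data hits start at about 27%; measured in HUVEC primary endothelial cells; signal is the percent of cells scored E-selectin positive by PE staining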
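Assay system: HUVEC, human umbilical vein endothelial cells / Amount: 3,000 HUVEC/well / Controls: TNF-alpha positive control, DMSO neutral control / Compound dosing: single concentration / Medium: EGM-2 over gelatin coat / Evaluation: percent E-selectin-positive cells / Signal: immunofluorescence imaging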
CFTR F508del cor = CFTR F508del correction in bronchial cells. activity (quench increase), % at 7.58 µM. CFBE cells, YFP halide quenching; stimulated with forskolin plus potentiator P3; % fluorescence drop versus neutral controls. AID 720511. 0.36% of 350,000 active;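 active = mean added fluorescence quench of at least 8% versus neutral control, with both replicates also reaching 8%; inconclusive = only one of the mean or replicate conditions met; inactive = mean below 8% and not both replicates reaching 8%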;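 note: cells transiently co-express mutant CFTR-F508del with the halide-sensitive YFP; corrector assay measuring rescue of mutant channel to the surface after 24 h compound exposure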
DENV2 CPE rescue = inhibitors of DENV2 cytopathic effect; 1.7% of 350,000 active; AID 651640; CPE inhibition, % at 9.99 µM; DENV2-infected cells, cytopathic effect rescue, plate reader; in the data active = CPE inhibition above about 20%, passing the limit was not always enough; inconclusive = no clear call, values can overlap the other calls; tested in BHK-21 cells;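 note: 0% = median of neutral control wells and 100% = median of positive control wells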
Active calls of the source: *; u = inconclusive; x = no result given; & = joins results of further samples. Outcome played no part in choosing rows; overall some 3.7% were active at least once.

Under each structure – INS-1E GSIS act	Casp6 inh	RAD52 inh	RAD54 branch	XiGFP reactiv	E-sel inducer	CFTR F508del cor	DENV2 CPE rescue
O=C(c1noc2c1CCCC2)N1CCN(c2ccccc2)CC1
 : 1	1	-1	x	x	x	0.2	2
OCCC1CN(Cc2cccc3nonc23)CCN1C1CCCCC1 (configuration not stated)
 : -10	-3	-18	7	0.4	13	0.1	-4
O=C(C[C@H]1C=C[C@@H](NS(=O)(=O)c2ccc(F)cc2)[C@@H](CO)O1)NCc1ccc(Cl)c(Cl)c1
 : -22	1	-2	-9	0.3	0.7	4.1	3
CCOc1cc(C(=O)OC(C)C(=O)Nc2ccccc2OC)ccc1OCC(=O)N1CCOCC1 (configuration not stated)
 : 48	0	-10	-7	0.0	x	-0.8	1
CC(C)NC(=O)Nc1ccc2c(c1)CC(=O)N([C@H](C)CO)C[C@H](C)[C@H](CN(C)C(=O)Nc1ccc3c(c1)OCO3)O2
 : 18	x	-3	5	-0.4	0.0	-1.5	4
O=C1CN(S(=O)(=O)c2cccc(F)c2)C[C@@H]2[C@H](c3ccc(C4=CCCC4)cc3)[C@H](CO)N12
 : -15	-2	5	x	0.1	0.1	-2.9	-4
O=C(C[C@H]1CC[C@H]2[C@@H](COC[C@H](O)CN2C(=O)c2ccccc2F)O1)NCc1ccc(F)cc1
 : 12	-3	-42	9	0.0	0.1	2.5	-8
C[C@H](O)C#Cc1cnc2c(c1)C(=O)N([C@@H](C)CO)C[C@H](C)[C@@H](CN(C)Cc1cccc(F)c1)O2
 : 8	-3	0	5	0.0	0.1	1.1	-1
O=C(NCCc1ccccc1)C1CCC(=O)N(Cc2cccc(C(F)(F)F)c2)C1 (configuration not stated)
 : 15	0	2	1	0.0	0.7	0.7	-2
Cc1cc(=O)[nH]c(SCC(=O)Nc2nnc(SCc3ccccc3)s2)n1
 : 4	-1	-11	x	-0.1	2.8	0.2	-1
Cc1ccsc1/C=C1/CN(C)Cc2c1nc1ccccc1c2C(=O)O
 : 5	-3	-3	-10	-0.1	x	-2.0	8
C=C(C)Cn1c(CCNC(=O)c2ccco2)nc2ccccc21
 : 32	1	-14	-10	0.1	0.4	0.2	7
Cc1ccc(-n2nc(C)c3c(C)c(CCC(=O)Nc4ccc(CN5CCCC5)cc4)c(C)nc32)cc1
 : -13	-6	-12	x	-0.2	x	-9.8	2
O=C(OCN1C(=O)c2ccccc2C1=O)c1cccc(OC(F)F)c1
 : -3	-3	-14	6	0.2	-0.2	1.2	0
O=C(Nc1cccc(-c2nc3cccnc3s2)c1)c1ccc(Cl)nc1
 : 11	2	-4	4	-0.1	0.5	-3.1	x
COC(=O)C1=C(C)NC(C)=C(C(=O)OC)C1c1ccc(C)o1
 : x	1	-11	-11	0.0	x	-3.4	-2
Cc1ccc(-n2cc(CNCCn3nc(C)cc3C)c(-c3ccc(F)cc3)n2)cc1
 : -33	0	-74	5	0.0	x	0.3	-5
CN(c1ccccc1)S(=O)(=O)c1ccc(C(=O)Nc2nnc(C3CC3)s2)cc1
 : 7	-6	-22	x	1.8	0.3	-1.3	-3
Cc1cc(NC(=O)CSCC(=O)N(C)Cc2ccc(Cl)c(Cl)c2)no1
 : 4	-190	19	13	0.1	-0.8	-2.4	-1
N#C[C@H]1[C@@H](c2ccc(C3=CCCCC3)cc2)[C@H](CO)N1C(=O)c1ccccn1
 : 7	3	-61	1	0.0	2.0	-4.5	-1

Ordered by SMILES length (smallest number first): some entries from above
Under each structure – INS-1E GSIS act	Casp6 inh	RAD52 inh	RAD54 branch	XiGFP reactiv	E-sel inducer	CFTR F508del cor	DENV2 CPE rescue
O=C(c1noc2c1CCCC2)N1CCN(c2ccccc2)CC1
 : 1	1	-1	x	x	x	0.2	2
Cc1ccsc1/C=C1/CN(C)Cc2c1nc1ccccc1c2C(=O)O
 : 5	-3	-3	-10	-0.1	x	-2.0	8
O=C(OCN1C(=O)c2ccccc2C1=O)c1cccc(OC(F)F)c1
 : -3	-3	-14	6	0.2	-0.2	1.2	0

Following part.
Under each structure – INS-1E GSIS act	Casp6 inh	RAD52 inh	RAD54 branch	XiGFP reactiv	E-sel inducer	CFTR F508del cor	DENV2 CPE rescue
COc1ccc(C(=O)NCc2nnc(SCC(=O)N3CCCC3)o2)cc1OC
 : 2	-1	-13	1	0.0	0.3	2.1	x
C[C@@H]1CN([C@@H](C)CO)C(=O)Cc2cc(NS(=O)(=O)c3ccc(Cl)cc3)ccc2O[C@@H]1CN(C)Cc1ccc2c(c1)OCO2
 : 5	-1	9	0	0.3	0.5	-1.7	-9
O=C(Nc1ccccc1)Nc1ccc2nnsc2c1
 : -59	8	2	6	0.1	x	-2.6	0
CCCNC(=O)C1CCC(CNS(=O)(=O)c2cccc3nsnc23)CC1 (configuration not stated)
 : 9	1	2	-9	0.1	x	1.3	12
COc1ccc([C@@H]2[C@@H]3C(=O)N(C(C)(C)C)C(=O)[C@@H]3[C@]3(Cc4ccc(Cl)cc4)C(=O)N(c4cccc(C)c4)C(=O)N23)cc1
 : -17	3&-1	-9&-27	1	-0.7	0.0	2.3	5
Cc1nn(-c2ccccc2)c(C)c1C(=O)OC(C)C(=O)NC1CCCCC1C (configuration not stated)
 : -28	0	-6	3	0.1	5.7	1.6	9
C[C@H](CO)N1C[C@H](C)[C@@H](CN(C)C(=O)Nc2ccc(C(F)(F)F)cc2)Oc2ccc(NS(=O)(=O)c3ccc(Cl)cc3)cc2CC1=O
 : -11	1	2	7	0.0	1.4	2.2	-6
O=C(Nc1ccc(F)cc1)N1CCN(C(=O)C2CCCO2)CC1 (configuration not stated)
 : 2	82*	3	-7	0.3	-1.8	4.0	0
COc1ccc(/C=C/c2cc(C(=O)O)c3ccccc3n2)cc1
 : -6	3	-158	-5	-0.3	x	0.3	4
COc1ccc(C(CNC(=O)c2ccc(S(=O)(=O)Nc3ccccc3C)cc2)N2CCOCC2)cc1 (configuration not stated)
 : -8	3	-5	-20	0.3	-0.1	2.0	-4
Cc1cccc(-c2nnc(SCC3CNC(=O)O3)n2-c2ccc(Cl)cc2)c1 (configuration not stated)
 : 8	1	-11	x	0.0	1.1	-1.1	4
COc1ccc(-c2ccc(OC(=O)NC3CCS(=O)(=O)C3)cc2)cc1 (configuration not stated)
 : -16	7	3	x	0.0	0.3	-1.0	6
CC(C)CCN(C(=O)Cc1ccccc1F)c1c(N)n(Cc2ccccc2)c(=O)[nH]c1=O
 : -11	3	-32	x	0.0	x	-0.9	8
O=C(c1cccc(F)c1)N1CCN(S(=O)(=O)Cc2ccccc2)CC1
 : 11	5	-12	5	0.2	0.4	-1.2	-1
C[C@H](CO)N1C[C@H](C)[C@@H](CN(C)S(=O)(=O)c2ccccc2)OCCCC[C@H](C)Oc2ccc(NS(=O)(=O)c3ccc(Cl)cc3)cc2C1=O
 : -18	3	9	7	0.1	0.1	3.8	5
CC(=O)Nc1ccc(S(=O)(=O)NCCC(=O)OC(C)C(=O)c2ccc(C)cc2)cc1 (configuration not stated)
 : -32	-3	-16	-4	0.0	0.0	2.3	-3
O=C(C[C@@H]1C/C=C/CC[C@@H](Cc2ccc(F)cc2)C(=O)O[C@H](c2ccccc2)CNC1=O)NCCO
 : -11	2	-4	-10	0.1	9.1	0.8	x
COc1ccc(CCN2CC(C(=O)NCCc3cnn(C)c3)CCC2=O)cc1 (configuration not stated)
 : -4	2	-10	0	0.1	x	2.5	-5
COc1ccccc1C(CNC(=O)c1ccc(NS(=O)(=O)c2ccc(C(C)=O)cc2)cc1)N1CCCC1 (configuration not stated)
 : 6	1	-28	-4	2.7	-0.7	1.2	2
CCC(C)[C@H](NC(=O)NC1CC1)C(=O)O (some centres not stated)
 : -9	2	4	-6	x	x	x	x
CCOC(=O)C1(C)CCCN(C(=O)C(c2ccccc2)c2ccccc2)C1 (configuration not stated)
 : x	-2	-1	6	0.0	x	-0.9	18
COCCCN1C(=O)C(CC(=O)NC2CC2)CC(C(=O)N(C(C)C)C(C)C)=C1C (configuration not stated)
 : 5	1	-5	-8	x	-0.1	-2.5	-1
CCN(C(=O)COC(=O)CSc1ccc(C(N)=O)cc1[N+](=O)[O-])C1CCCCC1
 : -6	-17	-4	-17	0.4	0.0	1.6	1
Cc1ccccc1Oc1nnc(-c2cccs2)c2ccccc12
 : 13	3	-3	x	0.3	x	-0.7	-1
CSc1ccccc1C(=O)C1CCCN(C(=O)NC(C)C)C1 (configuration not stated)
 : 6	-4	-2	-20	0.8	1.5	-5.5	6
Cc1ccc(C(=O)NCC(=O)OCC(=O)NCCc2ccccc2)s1
 : 8	3	0	x	0.0	x	0.8	x
COc1ccccc1NC(=S)NC1CCCCCCCCCCC1
 : -15	0	0	-3	0.0	1.5	3.9	-16
Cn1c(=O)cc(OCC(=O)NCCC2=CCCCC2)c2ccccc21
 : 3	1	-7	x	-0.1	1.2	-2.5	-1
COc1ccc(OCc2nnc3n2N=C(c2ccc(C)cc2)CS3)cc1
 : 5	0	4	-7	0.3	x	1.8	-15
COc1ccc2nc(NC(=O)c3ccccc3[N+](=O)[O-])sc2c1
 : -11	-2	-15	5	0.0	x	-4.7	-1
CCOC(=O)CN1C(=O)/C(=C/c2cccc(Br)c2)Oc2ccccc21
 : -1	-5	-9	0	0.0	0.3	-3.5	-2
O=C(NC1CCCCC1)c1ccc(COc2ccccc2)o1
 : -27	1	-13	13	0.0	0.2	-0.5	-3
COc1ccccc1-c1cnc2c(c1)C(=O)N([C@@H](C)CO)C[C@H](C)[C@H](CN(C)C(=O)c1cccnc1)O2
 : 20	-2	11	3	0.2	-0.1	-1.7	3
COc1ccc(-c2cc(C)no2)cc1S(=O)(=O)N1CCN(c2ccccc2F)CC1
 : -4	2	-1	1	0.0	x	0.0	u
CC(C)(C)S(=O)N1Cc2cc(C(=O)N[C@@H]3CCN(Cc4ccccc4)C3)nc(-c3cccc(C#CCC4CCCC4)c3)c2[C@H]1CCO (some centres not stated)
 : x	-2	-49	x	x	x	-0.8	14
CO[C@@H](CN(C)S(=O)(=O)c1ccc(F)cc1)[C@@H](C)CN(Cc1ccccc1Cl)[C@@H](C)CO
 : -7	4	-10	-2	0.1	-0.1	1.4	3
C[C@@H](NC(=O)C[C@H]1CC[C@@H](NC(=O)C2CC2)[C@H](CO)O1)c1ccccc1
 : 1	-3	-1	1	-1.1	0.0	0.5	0
COc1ccccc1CNC(=O)C[C@@H]1CC[C@@H](NC(=O)CN(C)C)[C@@H](CO)O1
 : 6	0	-1	1	0.1	-0.6	3.2	0
C[C@H]1CN([C@@H](C)CO)C(=O)c2cccc(NC(=O)C3CCCCC3)c2O[C@H]1CN(C)C(=O)Nc1ccc(F)cc1
 : -11	0	5	6	-0.3	0.1	-1.3	-1
COCCCNC(=O)CN1C(=O)c2cccc3cccc1c23
 : 3	2	-8	-2	0.0	x	2.8	0
O=C(COc1ccccc1[N+](=O)[O-])Nc1cccc(S(=O)(=O)N2CCCC2)c1
 : 14	-1	-8	2	0.2	0.0	0.4	-6
Cc1cccc(-c2noc(CN(C)C(=O)c3ccco3)n2)c1
 : 4	0	10	4	x	x	0.2	-9
COc1cc(SC)ccc1C(=O)Nc1ccc2c(c1)CCC2
 : -1	0	-11	2	-0.1	0.9	-1.5	-5
O=C(Cc1ccccc1)NN1C(=O)C2C3C=CC(C3)[C@@H]2C1=O (some centres not stated)
 : 13	x	x	-12	0.1	0.7	x	x
